A-T KAP1 phos: candidate therapy for ataxia-telangiectasia; […] A-T fibroblasts, KAP-1 phosphorylation AlphaLISA; neocarzinostatin DNA damage 30 min before lysis; 0.19% of 320,000 active; Potency, µM (titrated, usually from 57.5 µM), without a hit: top-dose activation, usual class: activators; also: potency is read from the fitted curve at half-maximal effect; % of control where 0% means no effect; nearly all actives have a fitted effect of over 45% in size
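ATM-like activity read as KAP-1 phosphorylation via AlphaLISA donor/acceptor antibody pairs after lysis and 6 hr at 25C. Cells were ATM-null patient fibroblasts ([…], hTERT), dosed 60 min, then exposed to the DSB inducer NCS for 30 min.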
a7 integrin act: activates integrin-mediated alleviation for muscular dystrophy; 0.064% of 350,000 active; Potency, µM (highest dose often 38.3 µM), for inactives: at the highest dose activation, hits mostly activators; alpha7betagal myoblasts, beta-gal FDG fluorescence, 48 h;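 also: potency is read from the fitted curve at half-maximal effect; 100% = response of the positive control SU9516; nearly all actives have a fitted effect of over 60% in size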
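Alpha7betagal+/- myoblasts (passage 13) were plated 16-24 hr, then exposed to compounds (1:260 dilution of DMSO stock) for 48 hours at 37C. After MPER lysis, β-galactosidase reporter activity was read as FDG fluorescence (ex 480/em 540) after 30 minutes.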
Coupling enz: coupling enzyme interference in Giardia aldolase counter-screen. coupling enzyme system counterscreen, AmpLite Red fluorescence. 0.67% of 290,000 active. activity change, negative = inhibition, % at 58.2 µM, hits read low; in the data active = activity change below about -30%; also: % is scaled to controls: 0 for no effect and ±100 for the full control effect
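Counterscreen of the coupled detection system alone, without aldolase: glyceraldehyde-3-phosphate coupling enzymes plus AmpLite Red readout. Compounds at 57.5 uM final, 10 min RT preincubation, 20 min RT reaction, fluorescence 525/598 nm.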
KCNH2 3.1 inh: blocks the human KCNH2 3.1 channel isoform | U2OS KCNH2 3.1, thallium flux FluxOr; active compounds read low | activity change, % (tested at about 1.8 µM) | 0.95% of 340,000 active | AID 720553;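 active = maximum activity change below -70%; inconclusive = maximum activity change from -70% to -50%; inactive = maximum activity change above -50%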;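 also: thallium influx rate constant from kinetic fluorescence after stimulation buffer; % is scaled to controls: 0 for no effect and ±100 for the full control effect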
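Thallium flux via FluxOr fluorescence (Red40 quencher, 45 min loading) in U2OS cells virally expressing the KCNH2 3.1 isoform (1.77 x 10^8 /mL virus, overnight at 37 C). Rate constants from 2-min kinetic reads post-stimulation, normalised to positive and negative controls.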
MBNL1 CUG block: MBNL1-poly(CUG) RNA binding inhibition | Q9NR56 | TR-FRET MBNL1-His/biotin-(CUG)12 binding, 665/545 ratio | Potency, µM (doses to about 57.5 µM), inactives show top-dose activity change, negative = inhibition, hits mostly inhibitors | 0.036% of 280,000 active | AID 2675; active = well fitted inhibition curve with a large enough effect in the signal ratio, with a control signal flat, not every such curve was filed as active; inconclusive = small, poorly fitted or top-dose-only effect, or effect the other way, or a change in a side signal; inactive = no such curve, though single readings can be large or run the other way; the % refers to the signal ratio; also: potency is read from the fitted curve at half-maximal effect; % is scaled to controls: 0 for no effect and ±100 for the full control effect
Target sequence (Q9NR56 whole entry, looked up): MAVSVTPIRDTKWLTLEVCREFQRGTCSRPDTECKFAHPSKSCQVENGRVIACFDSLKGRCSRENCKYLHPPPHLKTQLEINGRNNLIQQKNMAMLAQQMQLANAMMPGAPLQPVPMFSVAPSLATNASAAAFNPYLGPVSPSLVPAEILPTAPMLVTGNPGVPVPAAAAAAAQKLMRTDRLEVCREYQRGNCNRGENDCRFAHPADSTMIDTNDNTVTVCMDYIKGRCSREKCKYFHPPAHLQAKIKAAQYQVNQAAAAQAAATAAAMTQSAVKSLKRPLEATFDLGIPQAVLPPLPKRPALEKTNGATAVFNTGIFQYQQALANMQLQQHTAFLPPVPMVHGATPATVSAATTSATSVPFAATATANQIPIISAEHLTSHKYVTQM
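Inhibition of protein-RNA binding appears as loss of TR-FRET between terbium anti-His antibody on MBNL1-His and streptavidin-XL665 on biotin-(CUG)12. Activity is normalized to buffer-only and uninhibited-complex controls.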
TRPV1 agonist: agonists of human vanilloid receptor 1 (TRPV1); TRPV1-expressing cells, Fluo-8 calcium influx, agonist mode; activation, % at 8.33 µM; 0.19% of 320,000 active; in the data active = activation above about 80%; inconclusive = between about 30% and that limit; also: 0% is about no effect
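TRPV1-expressing cells were cultured overnight at 35.5C and loaded with Fluo-8 calcium dye for 40 to 90 min at room temperature. After a 10 s baseline, compound was added and calcium influx was read kinetically for 3 min (ex 480/em 520 nm).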
GALK inhibitor: galactokinase (human) inhibition; Potency, µM (highest dose often 57.5 µM), inactives show at the highest dose activity change, negative = inhibition, usual class: inhibitors; AID 1868; Purified GALK, Kinase-Glo residual ATP luminescence; 0.007% of 270,000 active; also: potency is read from the fitted curve at half-maximal effect; % is scaled to controls: 0 for no effect and ±100 for the full control effect
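Compounds were pin-transferred into ATP buffer (35 uM final), then GALK plus galactose (5 nM, 100 uM final) was added. After 1 h at room temperature, Kinase-Glo Plus was added and luminescence read after 10 min.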
KCNH2 WT inh: KCNH2 (human, wildtype) channel inhibition | U2OS, BacMam KCNH2, thallium flux FluxOr; active compounds read low | 0.37% of 340,000 active | activity change, % at 1.84 µM | Q12809;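 active = maximum activity change below -70%; inconclusive = maximum activity change between -70% and -50%; inactive = maximum activity change above -50%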; also: % is scaled to controls: 0 for no effect and ±100 for the full control effect
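U2OS cells transduced with wild-type KCNH2 virus are loaded with FluxOr dye for 45 min, and thallium flux is measured in kinetic reads before and after stimulation buffer. Rate constants are normalized to DMSO controls.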
S-ASM inh: human S-ASM enzyme inhibition; P17405; placental ASM, HMU-PC fluorogenic substrate, 60 min; Potency, µM (doses to about 57.5 µM), without a hit: top-dose activity change, negative = inhibition, hits mostly inhibitors; 0.006% of 340,000 active; also: potency is read from the fitted curve at half-maximal effect
Target sequence (P17405 47-631 limits assumed): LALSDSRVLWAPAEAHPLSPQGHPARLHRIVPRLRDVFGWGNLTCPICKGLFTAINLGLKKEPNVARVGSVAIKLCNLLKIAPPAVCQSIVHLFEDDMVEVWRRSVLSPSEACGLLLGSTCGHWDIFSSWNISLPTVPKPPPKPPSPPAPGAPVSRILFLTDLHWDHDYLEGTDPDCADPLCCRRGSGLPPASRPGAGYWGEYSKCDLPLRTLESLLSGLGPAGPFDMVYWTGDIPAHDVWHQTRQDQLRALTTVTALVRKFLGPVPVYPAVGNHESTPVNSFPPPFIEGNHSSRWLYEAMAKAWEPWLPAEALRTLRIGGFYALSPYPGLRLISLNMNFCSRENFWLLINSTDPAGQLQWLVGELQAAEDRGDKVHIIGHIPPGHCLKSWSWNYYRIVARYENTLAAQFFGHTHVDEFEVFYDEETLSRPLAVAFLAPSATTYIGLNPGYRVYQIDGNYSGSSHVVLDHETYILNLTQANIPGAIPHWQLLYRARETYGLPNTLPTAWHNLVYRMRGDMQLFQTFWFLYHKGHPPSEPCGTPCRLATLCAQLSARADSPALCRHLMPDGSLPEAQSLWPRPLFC
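Human placenta-derived ASM enzyme was preincubated with compound for 10 minutes at room temperature, then given fluorogenic substrate HMU-PC0 (9 uM final) for 60 minutes at 37 °C; a pH 10 stop preceded fluorescence reading at Ex 386/Em 447 nm.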
MLL CXXC-DNA inh: blocks binding of human MLL CXXC domain to DNA | Q03164 | MLL-CXXC / FITC-HOXA9 DNA fluorescence polarization | Potency, µM (titrated, usually from 115 µM), for the others: top-dose activity change, negative = inhibition, actives largely listed as inhibitors | 0.037% of 290,000 active | AID 2662; active = well fitted inhibition curve with a large enough effect in the polarisation, with a control signal flat, not every such curve was filed as active; inconclusive = small, poorly fitted or top-dose-only effect, or effect the other way, or a change in a side signal; inactive = no such curve, though single readings can be large or run the other way; the % refers to the polarisation; also: potency is read from the fitted curve at half-maximal effect
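Fluorescence polarization: 7 uM MLL-CXXC (stock) preincubated 5 min with compounds, then 50 nM fluorescein-HOX-A9 DNA (stock) added; 30 min ambient. Buffer 50 mM Tris-HCl pH 7.5, 50 mM NaCl, 1 mM DTT, 0.05% BSA.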
* = called active by the depositor; ? = inconclusive; . = no result given; [ ] = another dose, or the depositor's remark. Unless noted, calls follow the shape of the dose curve; as a rule, active = well fitted curve in the direction sought with a large enough effect; inconclusive = small, poorly fitted or top-dose-only effect, or another doubt; inactive = no such curve, though single readings can be large; an effect the other way counts as inactive or inconclusive.

SMILES | A-T KAP1 phos | a7 integrin act | Coupling enz | KCNH2 3.1 inh | MBNL1 CUG block | TRPV1 agonist | GALK inhibitor | KCNH2 WT inh | S-ASM inh | MLL CXXC-DNA inh
CCOC(=O)N1CCC(NC(=O)C2CCCN(Cc3nc(-c4cccc(C)c4)oc3C)C2)CC1 (configuration not stated) | -4.3% | -4.9% | 1.6 | 6.6 | 4.0% | 0.8 | 2.8% | 17.2 | -0.8% | -0.2%
COc1ccc(CC(=O)OCC(=O)Nc2ccc(Cl)c(S(=O)(=O)N(C)C)c2)cc1 | 0.7% | -1.8% | -0.5 | -2.5 | 0.3% | 13.4 | -1.3% | -23.9 | -5.6% | 0.6%
COc1ccc(CN2CCn3ncc(C(=O)Nc4ccccc4)c3C2=O)cc1 | -0.2% | 2.8% | 4.1 | -9.7 | 3.8% | 23.2 | -1.0% | 0.2 | -1.9% | -0.8%
CC(NC(=O)CSc1nc2ccc(N)cc2s1)c1ccccc1 (configuration not stated) | 0.6% | -338.2%[inhibitor] | 1.5 | -13.4 | -5.5% | 9.6 | -3.3% | -7.5 | 1.6% | -11.1%
CC(C)C(NS(=O)(=O)c1ccc2c3c(cccc13)C(=O)N2)C(=O)O (configuration not stated) | -3.9% | -12.2% | -0.7 | 21.3 | ? | 2.3 | 1.0% | 30.2 | 199.6%[activator] | -3.1%
N#Cc1c(N2CCN(c3ccc(F)cc3)CC2)nc(N)c2c(N)nc3c(c12)CC(=O)N3C1CC1 | -7.9% | ? | -15.7 | -11.1 | 11.0% | -6.2 | -0.2% | -0.1 | 21.0% | 0.5%
Nc1nc(CSCCO)nc(Nc2ccccc2)n1 | 3.1% | -2.0% | 2.3 | 8.3 | 8.7% | -1.0 | -1.0% | -0.3 | 2.2% | -4.4%
O=S(=O)(Nc1ccon1)c1cc(Cl)ccc1Cl | -1.4% | -15.1% | . | 17.6 | -6.4% | -1.9 | -4.1% | -8.3 | 6.6% | 3.8%
Cc1ccc(SCC(=O)OCC(=O)N(CC(C)C)c2c(N)n(Cc3ccccc3)c(=O)[nH]c2=O)c(C)c1 | 4.2% | -8.0% | . | -4.8 | . | -1.6 | . | -4.5 | 0.0% | .
CN(CC(=O)N1CCCC1)S(=O)(=O)c1cccc(Cl)c1 | 16.9% | 33.5% | -0.3 | -10.7 | -9.2% | -1.9 | 3.0% | -20.7 | 1.2% | 7.9%
OC(COC1CCCCC1)CN1CCCCC1 (configuration not stated) | 2.6% | 13.8% | . | 6.8 | -6.6% | 2.6 | -7.1% | -9.2 | -1.8% | -5.8%
NC(=O)NC(=O)COC(=O)CCCc1c[nH]c2ccccc12 | 5.1% | -1.8% | -0.9 | -1.1 | -14.2% | 1.4 | 5.7% | 18.0 | 0.4% | -7.1%
CSC1=N/C(=C\c2cccnc2)C(=O)N1c1ccccc1 | -8.3% | -9.4% | -1.9 | 1.9 | . | 29.0 | 0.0% | -6.5 | 151.8%[activator] | 10.8%
N#CCCN(C(=O)COC(=O)c1ccc(CNS(=O)(=O)c2ccc(F)c(Cl)c2)cc1)c1ccc(F)cc1 | -1.4% | -11.1% | 2.2 | -24.6 | . | -6.1 | 0.3% | 13.7 | -7.9% | 2.5%
CC1(C)NC(C(=O)O)Cc2c1[nH]c1ccccc21 (configuration not stated) | 9.9% | -29.5% | 2.3 | 0.8 | -0.8% | -1.6 | 8.6% | 2.9 | 7.7% | -4.9%
COc1ccc(C2c3c(n[nH]c3C)CC(C)(O)C2C(C)=O)cc1OC (configuration not stated) | -2.5% | 21.0% | 0.9 | -12.0 | -16.9% | 1.8 | -0.3% | 5.6 | -2.7% | -3.3%
COc1ccc(CCn2c(N3CCOCC3)nc3c2c(=O)[nH]c(=O)n3C)cc1 | -3.4% | 15.4% | 0.2 | -1.0 | -5.7% | -0.4 | -0.2% | 26.6 | 5.3% | 0.3%
O=c1sc2ccccc2n1COc1ccccc1 | 7.8% | 11.0% | 3.3 | -9.0 | 10.9% | 1.7 | 8.3% | -6.6 | -2.1% | 1.4%
O=C(NCCc1c[nH]c2ccccc12)c1ccc(F)cc1F | 13.9% | 22.5% | -0.5 | 12.7 | -1.9% | ? | -2.5% | 4.2 | -0.6% | 26.2%
COc1ccc(CN2CCN(C(=O)c3cccc4ccccc34)CC2)cc1OC | 0.5% | -37.5% | 0.2 | -7.2 | -3.9% | 5.9 | 6.2% | 0.1 | -2.4% | -4.2%
CC(=O)c1cccc(NC(=O)C2C3CCC(C3)C2C(=O)O)c1 (configuration not stated) | -7.8% | -2.0% | -2.3 | -11.3 | -7.4% | -5.0 | 4.6% | 3.8 | 1.1% | -11.1%
Cc1ccc2c(c1)nnn2C1CCN(C(=O)C23CC4CC(CC(C4)C2)C3)CC1 | . | -4.7% | 1.0 | -7.9 | -0.1% | ? | -3.6% | 3.4 | -1.1% | -1.5%
O=C(NCCCc1ccccc1)C1CCN(c2nnc(-n3cccc3)s2)CC1 | 12.3% | -11.1% | -0.3 | -6.5 | -2.9% | 13.5 | 2.2% | 18.8 | -4.2% | -7.4%
CC(=O)Nc1ccc(S(=O)(=O)Nc2cc(C)c(-n3nc4ccccc4n3)cc2O)cc1 | -0.8% | -14.9% | 0.5 | -4.0 | -7.6% | 0.5 | -0.6% | 1.3 | -8.6% | -5.1%
O=S(=O)(N/N=C\C=C\c1ccccc1)c1ccc(Cl)cc1 | 3.3% | -13.2%[7.66 µM] | 2.0 | 15.9 | 14.8% | -2.8 | 2.8% | -5.6 | -9.2% | ?

(next part)
SMILES | A-T KAP1 phos | a7 integrin act | Coupling enz | KCNH2 3.1 inh | MBNL1 CUG block | TRPV1 agonist | GALK inhibitor | KCNH2 WT inh | S-ASM inh | MLL CXXC-DNA inh
O=C(NCCCN1CCCC1=O)c1nnc(Cc2c(F)cccc2Cl)o1 | 2.2% | 13.9% | 1.3 | 8.2 | -4.8% | 1.5 | 0.5% | 5.5 | 1.7% | 22.6%
CCN(CC)CCCNC(=O)c1csc(Nc2cccc3ccccc23)n1 | -7.4% | -55.4%[inhibitor] | -0.1 | -49.4 | ? | -2.0 | -2.8% | 17.9 | -1.7% | 15.6%
CCN(c1ccccc1)S(=O)(=O)c1ccc(OC)c(N=N/C(C(=O)Nc2ccccc2)=C(/C)O)c1 | 1.9% | 5.3% | 2.6 | 0.7 | 2.8% | -2.5 | 7.4% | -2.8 | 3.9% | 0.8%
CC(C)CC(=O)Nc1cccc(NC(=O)CC(C)C)n1 | -2.9% | 5.3% | 0.1 | -10.5 | -21.9% | 3.4 | -0.5% | -9.7 | 5.2% | 1.5%
CCc1nnc(NC(=O)C2CC(=O)N(Cc3ccccc3)C2)s1 (configuration not stated) | 0.5% | ? | 4.5 | 5.6 | -16.2% | -2.8 | 1.0% | -20.9 | -1.0% | -1.0%
NS(=O)(=O)c1cc(C(=O)OCC(=O)Nc2ccc3[nH]c(=O)[nH]c3c2)ccc1Cl | 6.3% | -5.3% | . | 3.7 | . | -2.3 | . | -4.4 | -1.8% | .
N#Cc1c(-c2ccc(F)cc2)nc(-c2ccccc2)[nH]c1=O | -3.9% | -12.0% | 18.7 | -3.4 | 5.0% | 2.6 | 0.7% | -20.8 | 0.0% | -3.5%
COc1ccc(CSCC(=O)NCCC(C)C)cc1 | -5.1% | 19.9% | 2.2 | -7.4 | 2.0% | 8.3 | 4.8% | -5.8 | 6.5% | 0.0%
O=C(Nc1ccc(Br)cn1)c1ccc(Br)s1 | 5.9% | -15.6% | -3.2 | 15.4 | 131.4%[activator] | ? | -0.1% | 0.2 | -0.9%[11.5 µM] | -6.1%
CC1CC(C)CN(CCCNC(=O)c2ccc3c(c2)NC(=O)C(N2CCCCC2)S3)C1 (configuration not stated) | 2.5% | -47.7%[inhibitor] | 1.0 | 14.2 | 1.2% | -3.1 | -4.7% | -0.2 | 4.0% | 16.7%
COC(=O)CCCSc1nccn1-c1ccccc1 | 4.2% | 15.9% | 0.0 | 2.2 | -3.6% | -0.6 | 7.7% | -1.4 | 4.6% | 28.4%
CCn1c(SCC(=O)Nc2nccc(C)n2)nc2ccccc21 | -1.5% | 10.0% | 2.2 | -15.4 | 0.6% | 1.4 | . | -2.4 | 1.2% | 8.0%
NC(=O)c1ccsc1NC(=O)c1ccc2c(c1)CCCC2 | -5.4% | -28.2% | 1.1 | 9.9 | 11.3% | 25.8 | . | 2.2 | -3.3% | 9.0%
COc1ccccc1NC(=O)COC(=O)CNC(=O)c1ccc(OC)c(OC)c1 | -0.3% | 2.1% | -0.5 | -4.0 | 2.8% | 0.9 | -3.0% | 0.9 | 3.4% | -0.3%

Screening data deposited in PubChem BioAssay by National Center for Advancing Translational Sciences (NCATS).
